SIAE primary = inhibitors of human sialic acid acetylesterase SIAE | inhibition, % at 9.66 µM | SIAE FP-Rh probe binding, fluorescence polarization | Q9HAT2 | 0.69% of 370,000 active;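 active = inhibition above a cutoff: mean of compounds within the control limits plus 3 SD of those, cut at about 17% in these data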;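 note: 0% = plate median of compound wells and 100% = probe without SIAE protein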
Target sequence (Q9HAT2 whole entry, looked up): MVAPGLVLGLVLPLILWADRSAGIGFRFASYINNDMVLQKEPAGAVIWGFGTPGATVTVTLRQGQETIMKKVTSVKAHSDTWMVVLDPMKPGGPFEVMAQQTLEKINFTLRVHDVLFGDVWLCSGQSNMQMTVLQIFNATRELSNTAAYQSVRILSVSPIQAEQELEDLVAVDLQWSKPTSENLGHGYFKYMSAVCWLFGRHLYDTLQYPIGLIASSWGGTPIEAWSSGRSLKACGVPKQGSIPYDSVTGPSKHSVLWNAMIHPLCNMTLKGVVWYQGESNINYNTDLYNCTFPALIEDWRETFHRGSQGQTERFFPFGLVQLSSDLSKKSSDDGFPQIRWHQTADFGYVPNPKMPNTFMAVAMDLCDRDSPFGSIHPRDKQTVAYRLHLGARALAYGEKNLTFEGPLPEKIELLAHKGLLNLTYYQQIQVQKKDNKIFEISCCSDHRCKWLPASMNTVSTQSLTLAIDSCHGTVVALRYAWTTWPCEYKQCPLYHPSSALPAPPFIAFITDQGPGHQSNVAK
TCR-CD3 inh = human TCR-CD3 binding inhibition. AID 651800. 0.37% of 360,000 active. TAMRA-labeled TCR probe fluorescence, biochemical. inhibition, % at 9.4 µM; in the data active = inhibition above about 19%;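 note: recombinant mutant TCR 2C K166C tagged with TAMRA read by polarization; 0% = receptor in buffer alone and 100% = receptor with positive control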
PRMT1 FP inh = inhibitors of human PRMT1; Q99873; recombinant PRMT1, activity-based probe fluorescence polarization; inhibition, % at 2.79 µM; 1.3% of 370,000 active; AID 652257;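 active = inhibition above about 21% made by adding two undisclosed values, limit read from the data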
Tn6 DDE FP = DD(E)-Tn6 binding inhibition, primary FP screen | P02675 | Fibrin DD(E) TRITC-Tn6 fluorescence polarization displacement | inhibition, % at 8.3 µM | 0.21% of 370,000 active | AID 720509;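 active = inhibition above a per-campaign cutoff: mean of compounds within control limits plus 3 SD, cut at about 15% in these data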;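 note: 0% = median of all compound wells on the plate and 100% = blocking peptide control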
proKLK7 act = activators of human kallikrein-7 zymogen; P49862; purified proKLK7, EDANS-DABCYL substrate fluorescence; 100% is mature enzyme control, 0% vehicle; activation, % at 7 µM; 0.9% of 370,000 active; AID 652039;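 active = activation above the mean of all tested compounds plus 3 SD, computed per campaign excluding outliers beyond control limits, cut at about 13% in these data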
Target sequence (P49862 whole entry, looked up): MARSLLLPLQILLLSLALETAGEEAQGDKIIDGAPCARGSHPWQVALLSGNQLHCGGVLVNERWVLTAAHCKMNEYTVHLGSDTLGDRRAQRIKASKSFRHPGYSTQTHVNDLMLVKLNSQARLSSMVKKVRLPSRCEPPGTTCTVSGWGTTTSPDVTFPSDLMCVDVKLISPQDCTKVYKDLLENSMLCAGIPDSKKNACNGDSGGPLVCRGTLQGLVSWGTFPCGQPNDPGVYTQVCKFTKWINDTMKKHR
TDP2 absorb = TDP2 (human) inhibition, absorbance primary screen. O95551. recombinant TDP2, T5PNP hydrolysis, p-nitrophenol absorbance 415 nm. inhibition, % at 12.8 µM. 0.34% of 370,000 active;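 active = inhibition above the mean of all tested compounds plus 3 SD, set per campaign, cut at about 25% in these data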;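 note: 0% = DMSO with enzyme and 100% = buffer with substrate but no TDP2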
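System: recombinant human TDP2 / Amount: 120 nM TDP2 per well / Also added: 5 mM T5PNP chromogenic substrate / Doses: 12.8 µM single point, 1% DMSO / Incubation: 2 h at 37 °C / Detection: p-Nitrophenol epi absorbance / Evaluation: % inhibition relative to enzyme-containing and enzyme-free wells / Repeats: singlicate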
LEDGF integ inh = blocks HIV-1 LEDGF/p75-dependent DNA integration. TR-FRET IN-LEDGF/p75 DNA integration, Eu/Cy5. inhibition, % at 3.7 µM. 0.64% of 370,000 active;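 active = inhibition above the screen-wide mean plus 3 SD, cut at about 13% in these data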;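 note: signal is the Cy5 over europium emission ratio at 671 and 618 nm; 0% = plate median of compound wells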
DDE Tn7 FP inh = DD(E)-Tn7 binding inhibition, primary FP screen; 0.13% of 370,000 active; FP displacement of FITC-Tn7 peptide from fibrin DD(E); 0% = median of compound wells per plate; P02675; inhibition, % at 8.3 µM;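 active = inhibition above the mean of compounds falling within the control limits plus 3 SD of them, cut at about 14% in these data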;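 note: 0% = plate median of compound wells and 100% = 10 µM Aha-Tn7 peptide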
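Assay system: human fibrin DD(E). Input: DD(E) 2 µM final. Medium: Tris buffer with calcium and detergent, pH 7.8. Compound dosing: single point at 8.3 µM. Timing: 10 min plus 3 h, room temperature. Technique: fluorescence polarization of the labelled Tn7 tracer. Read-out: percent inhibition. Replicates: singlicate testing.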
UHRF1 MBD2 ctr = blocks human UHRF1 binding to methylated DNA; Q96T88; UHRF1 binding to methylated oligo, TR-FRET; inhibition, % at 4.4 µM; 0.75% of 370,000 active; in the data active = inhibition above about 21%;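 note: UHRF1 SRA domain binding a hemimethylated CpG hairpin DNA probe; 0% = median of test compound wells and 100% = reference inhibitor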
MBD2 DNA inh = blocks human MBD2 binding to methylated DNA | Q9UBB5 | TR-FRET, MBD2 binding to methylated oligonucleotide | inhibition, % at 4.4 µM | 0.31% of 370,000 active; in the data active = inhibition above about 13%
* hit, by the source's call; nt = no result given.

SMILES | SIAE primary | TCR-CD3 inh | PRMT1 FP inh | Tn6 DDE FP | proKLK7 act | TDP2 absorb | LEDGF integ inh | DDE Tn7 FP inh | UHRF1 MBD2 ctr | MBD2 DNA inh
CCOC(=O)C1(Cc2ccc(OC)cc2)CCN(C(=O)CN2CCOC2=O)CC1 | -1 | -1 | -5 | -2 | -0.3 | -4 | 6 | 0 | -1 | 0
CCOC(=O)C1CCCN(C(=O)C2(c3ccc(Cl)cc3)CCCC2)CC1 (stereo not drawn) | -5 | 6 | 0 | -7 | 0.2 | -4 | 0 | -4 | 15 | 4
O=C(NC(=S)Nc1ccccn1)c1ccc([N+](=O)[O-])cc1 | -5 | 5 | 0 | 7 | 0.0 | 1 | -4 | 1 | -1 | -1
CC(=O)n1nc(-c2ccc(Cl)cc2)nc1NCc1ccco1 | -3 | -6 | -1 | 7 | -0.1 | -10 | -7 | 7 | 2 | -3
COc1ccc(-c2ocnc2C(=O)N2CCN(C(=O)C(c3ccccc3)c3ccccc3)CC2)cc1 | -6 | -3 | 2 | 3 | 0.4 | -4 | -3 | -4 | 0 | 3
CCCCc1ccc(NC(=S)N2CCN(C)CC2)cc1 | 2 | -4 | -1 | 4 | 0.3 | 6 | -2 | 5 | -2 | 3
C[C@H]1C2CC(OC(=O)Nc3ccccc3C(F)(F)F)C(C2)[C@H]2CCCCN21 (stereo partly drawn) | 3 | nt | 4 | 1 | -0.5 | 10 | -1 | 5 | -2 | 1
CC1CCCCC1NC(=O)C1CCN(S(=O)(=O)N2CCCCCC2)CC1 (stereo not drawn) | 5 | 6 | -6 | -10 | -0.2 | -4 | 0 | -1 | 7 | -1
Nc1nc2n(c1C(=O)c1ccccc1)CCC2 | 1 | 5 | -1 | 6 | 0.1 | 2 | -4 | 5 | -1 | -2
O=C(COC(=O)C(O)c1ccccc1)c1ccc2c(c1)OCCO2 (stereo not drawn) | -6 | 0 | 1 | 5 | 0.7 | -8 | -1 | -2 | 0 | 1
O=S1(=O)CCN(CCCCc2ccccc2)CC1 | -8 | -4 | 4 | -3 | -0.6 | 11 | -1 | 8 | 0 | 4
CSc1cccc(NC(=S)NC(=O)c2cccnc2)c1 | 2 | -2 | -5 | -1 | -0.2 | 0 | -1 | 2 | 3 | 2

Grouped by structure, those above containing a Cl atom
SMILES | SIAE primary | TCR-CD3 inh | PRMT1 FP inh | Tn6 DDE FP | proKLK7 act | TDP2 absorb | LEDGF integ inh | DDE Tn7 FP inh | UHRF1 MBD2 ctr | MBD2 DNA inh
CCOC(=O)C1CCCN(C(=O)C2(c3ccc(Cl)cc3)CCCC2)CC1 (stereo not drawn) | -5 | 6 | 0 | -7 | 0.2 | -4 | 0 | -4 | 15 | 4
CC(=O)n1nc(-c2ccc(Cl)cc2)nc1NCc1ccco1 | -3 | -6 | -1 | 7 | -0.1 | -10 | -7 | 7 | 2 | -3

Further results follow:
SMILES | SIAE primary | TCR-CD3 inh | PRMT1 FP inh | Tn6 DDE FP | proKLK7 act | TDP2 absorb | LEDGF integ inh | DDE Tn7 FP inh | UHRF1 MBD2 ctr | MBD2 DNA inh
Cc1ccc(OCC(O)CN2CCC(Cc3ccccc3)CC2)c(C)c1 (stereo not drawn) | -1 | -7 | 2 | -2 | -0.1 | 5 | -1 | 2 | -1 | 2
CCC(NC(=O)/C(=C\c1ccc2c(c1)OCO2)NC(C)=O)C(=O)O (stereo not drawn) | 3 | 6 | 0 | -1 | 0.2 | 10 | 2 | -2 | -4 | 1
C[C@@H]1CN([C@@H](C)CO)C(=O)c2cc(Br)cnc2O[C@@H]1CN(C)Cc1ccc(Oc2ccccc2)cc1 | 1 | 0 | 0 | -2 | 0.6 | 3 | 1 | -3 | -3 | -1
Cc1onc(-c2ccccc2)c1C(=O)NN1CCOCC1 | 2 | 15 | -6 | 1 | 0.4 | 9 | 0 | 9 | 1 | 0
O=C(c1ccco1)N1CCN(C(=O)c2snc3ccc(Cl)cc23)CC1 | 10 | 5 | 0 | 9 | 0.2 | -9 | -1 | 4 | -6 | -5
COc1ccc(C(=O)C[n+]2ccc(-c3nnc4n3CCCCC4)cc2)cc1 | 3 | -4 | 7 | -4 | -3.6 | 3 | -3 | -2 | 0 | 7
Cc1ccc(NC(=O)C(SCC(=O)O)c2ccccc2)cc1C (stereo not drawn) | -2 | 3 | -3 | 6 | 0.1 | 6 | -2 | 0 | 2 | -3
CN1C(c2ccccc2)CC(C)(O)CC1c1ccccc1 (stereo not drawn) | 0 | 3 | -6 | -4 | 0.4 | -2 | 3 | -4 | -1 | 2
COc1ccccc1NC(=O)c1ccc(NC(=O)CN(C)Cc2ccccc2F)cc1 | -1 | 5 | 4 | 3 | 0.3 | 7 | -3 | 1 | 1 | 2
COc1ccc(C(=O)N2CC(=O)N(CCc3ccccc3)C(=O)C2)cc1OC | -2 | 0 | -1 | -3 | 0.5 | 5 | -3 | 2 | 1 | -2
c1ccc(-c2ccccc2OCCn2cncn2)cc1 | -1 | 0 | -1 | 5 | -0.7 | 12 | 0 | 5 | 5 | 3
C=CCNC1=C(Cl)C(=O)N(c2cccc(Cl)c2Cl)C1=O | -6 | -2 | 12 | -5 | -3.2 | -1 | 2 | -4 | -2 | 1
COc1cc(C#N)ccc1OC(=O)Cc1cc(OC)c(OC)c(OC)c1 | 5 | -2 | 1 | -2 | 0.2 | -1 | -6 | 8 | 1 | 3
COc1cc(S(=O)(=O)N2CCOCC2)cc(C(=O)c2nccn2C)c1OC | -5 | 4 | 3 | 1 | -0.1 | -10 | 2 | -10 | 2 | 2
CC(C)n1c(SCC(=O)Nc2nncs2)nnc1C1CC1 | -8 | 7 | -1 | -6 | 0.8 | -8 | 0 | -1 | -2 | 1
CCOC(=O)C1CCN(C(=O)Nc2cc(Cl)cc(Cl)c2)CC1 | -14 | 1 | 0 | 6 | -0.8 | 6 | -2 | -3 | -1 | 2
CC1CC(C)CN(S(=O)(=O)CCNC(=O)c2ccccc2)C1 (stereo not drawn) | 4 | 3 | 1 | 1 | -0.1 | 1 | 4 | 3 | 2 | -3
COC(=O)c1cc(C(=O)NCc2ccccc2)c(=O)[nH]c1C | -2 | -4 | 1 | 0 | 0.2 | -8 | 4 | 3 | 1 | 6
CCCOc1ccccc1C1NC(=O)NC(C)=C1C(=O)OCCOCC (stereo not drawn) | 1 | 5 | 3 | 0 | -0.3 | 0 | 0 | -4 | -5 | 4
Cc1ccc(CCC(=O)NCc2ccccc2)o1 | 0 | -3 | 0 | -4 | 0.3 | 11 | 5 | 1 | -2 | 1
COc1cccc(-c2c(-c3cc(OC)cc(OC)c3)n(C)c3ccc(Br)cc23)c1 | -3 | -3 | -2 | -3 | 0.4 | -3 | 2 | -3 | 1 | -2
Cc1cccc(NC(=O)CNC(=O)CN2C(=O)NC(C)(CCC(C)C)C2=O)c1C (stereo not drawn) | 0 | 9 | -1 | 0 | -0.2 | 4 | 3 | -5 | -2 | 0
CCn1nccc1NC(=O)c1ccc2sc([C@@H]3O[C@H](CO)[C@H](O)[C@H](O)[C@H]3O)nc2c1 | -4 | 3 | 1 | 4 | 0.4 | -12 | 10 | -2 | 1 | 0
CCOc1ccc(S(=O)(=O)N(CC(=O)O)c2ccc(C)cc2)cc1 | 2 | 7 | -1 | -1 | -0.7 | 3 | 3 | 6 | 7 | -1
CC(C)OC(=O)c1c(-c2ccc(C(C)C)cc2)csc1NC(=O)C1CCCO1 (stereo not drawn) | -6 | 4 | -3 | 10 | 0.3 | -2 | -1 | -1 | 0 | 0
O=C(COc1ccccc1)Nc1ccc(S(=O)(=O)N2CCCCCC2)cc1 | -1 | 2 | -2 | -8 | 0.5 | 2 | 4 | -1 | -1 | -7
COc1ccc(S(=O)(=O)N2CCN(Cc3cccc(OC)c3OC)CC2)cc1 | 1 | 0 | -5 | -5 | 0.4 | 3 | 6 | -5 | 0 | -3
Cc1ccc2c(CC(=O)N3CCOCC3)coc2c1 | -7 | 0 | 1 | -5 | -0.3 | 13 | 1 | -10 | 2 | 9
O=S(=O)(NCCSc1ccccc1)c1ccc2c(c1)OCCO2 | -4 | 2 | -1 | -2 | 0.2 | 3 | 1 | -5 | 0 | -3
CC(C)c1ccc(S(=O)(=O)Nc2ccc(SC(F)F)cc2)cc1 | -14 | -7 | 2 | -6 | 0.7 | -22 | 4 | -8 | 8 | 2
CCOC(=O)c1c(NC2OC(=O)c3c2ccc(OC)c3OC)sc(C(=O)OC(C)(C)C)c1C (stereo not drawn) | -1 | 7 | -2 | 7 | -0.5 | 2 | -1 | 0 | 0 | 2
CC(=O)Nc1ccc(-c2ccnc3c2CC(C(=O)Nc2cccnc2)O3)cc1 (stereo not drawn) | 2 | -6 | 0 | -2 | 0.0 | 2 | 2 | -4 | -2 | 2
O=[N+]([O-])c1cccc(NC(=S)NCc2ccncc2)c1 | 1 | 2 | 6 | 1 | -0.1 | -7 | 5 | -9 | -6 | -2
COc1ccc(CC(NC(C)=O)C(=O)NC2CCN(c3nc(C)cc(C)c3C#N)CC2)cc1 (stereo not drawn) | 1 | 3 | -1 | 2 | 0.5 | 3 | 2 | 2 | 1 | 0
Cc1cc2nc3n(c2cc1C)CC1CC(C(=O)NCCc2cccs2)N(C)C31 (stereo not drawn) | 0 | -1 | 0 | -5 | 0.6 | 11 | 1 | -1 | -2 | 1
O=C(O)c1nc(Cl)c(Cl)c(N/N=C/c2ccccc2C(F)(F)F)c1Cl | -8 | 9 | -2 | -3 | 0.3 | -5 | 0 | 1 | -2 | -3
O=C(O)CCOc1ccc2c(c1)OCCO2 | -2 | 3 | 0 | 0 | -0.2 | 0 | 2 | 1 | 1 | 0
CNC1(C)[C@H]2CC[C@H](C2)C1(C)C (stereo partly drawn) | -3 | -1 | 5 | -5 | -0.8 | -5 | 3 | -13 | 1 | -4
Cc1cc(C)n(CC(=O)NNC(=O)COc2ccc(Br)cc2F)n1 | -7 | -3 | -4 | 4 | -0.2 | -6 | -2 | -5 | 2 | 1
Cc1cccc(NC(=O)c2nc[nH]c2C(=O)N(C)CCO)c1 | 4 | -2 | 2 | 1 | 0.0 | 4 | -4 | 3 | -1 | -5
CCSc1nc(-c2ccc(OC)cc2)n(-c2nc3ccccc3s2)n1 | -2 | 0 | -1 | 0 | 0.2 | -9 | 0 | -10 | 1 | 0
O=C(CN1CCN(Cc2ccc3c(c2)OCO3)CC1)Nc1ccc2c(c1)OCO2 | 5 | -1 | -2 | -12 | 0.1 | 2 | -1 | 1 | 2 | -1
CS(=O)(=O)N(CC(=O)NC1CC2CCC1C2)c1ccc(Oc2ccccc2)cc1 (stereo not drawn) | -5 | 7 | -2 | 9 | -0.2 | -2 | 0 | 4 | 0 | 4
Brc1ccccc1OCCCN1CCCC1 | 7 | 0 | 0 | 1 | 0.3 | 13 | -1 | -5 | -1 | -7
Cc1ccc(Cl)cc1N1CCN(C(=O)Cc2csc(Nc3nc(=S)[nH]c4ccccc34)n2)CC1 | -1 | -2 | 3 | -1 | -0.1 | 9 | -5 | 0 | -3 | 1
